aGlu spleen mod – lysosomal alpha-glucosidase (human) modulation; P10253; human spleen homogenate, 4-MU-alpha-glucoside fluorescence; Potency, µM (doses to about 79.9 µM), without a hit: at the top dose activity change, negative = inhibition, hits mostly inhibitors; hit rate 0.006% among 240,000; AID 2112;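 note: 0% = enzyme with vehicle and -100% = no enzyme basal signal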
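Enzyme source: human spleen homogenate, 1 ug/well. Buffer 50 mM citric acid/K phosphate pH 5.0, 0.01% Tween-20. 4-MU-alpha-glucoside 1 mM; 37 C x 40 min; NaOH/glycine stop; fluorescence.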
GAA glycogen – GAA glycogen-cleavage inhibition or activation. P10253. recombinant GAA, glycogen substrate, Amplex Red glucose oxidase fluorescence. Potency, µM (series often up to 76.4 µM), for the others: at the top dose activity change, negative = inhibition, most hits filed as inhibitors. hit rate 0.38% among 300,000;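 note: 0% = full enzyme reaction and -100% = no-enzyme basal signal; the screen sought inhibitors and activators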
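Recombinant enzyme (4 nM final) with compounds titrated up to 77 uM and bovine liver glycogen (30 ug) in citrate pH 5.0, 0.01% Tween-20, 37 C 40 min. Released glucose detected by Amplex Red/glucose oxidase (Ex 573/Em 610); AC50 from Hill fits.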
KDM4E inh – blocks human JMJD2E demethylase activity; B2RXH2; JMJD2E catalytic domain, FDH-coupled NADH fluorescence (FDH is formaldehyde dehydrogenase); Potency, µM (series often up to 57.1 µM), for inactives: top-dose activity change, negative = inhibition, most hits filed as inhibitors; hit rate 1.6% among 230,000; AID 2147; active = well fitted inhibition curve with a large enough effect, not every such curve was filed as active; inconclusive = small, poorly fitted or top-dose-only effect, or another doubt; inactive = no such curve, though single readings can be large or run the other way;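 note: 0% = wells with enzyme and -100% = buffer wells without enzyme; nearly all actives have a fitted effect of over 50% in size; many of its hits are not listed in these tables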
RGS12 GoLoco inh – RGS12 GoLoco-Gai1 interaction inhibition | hit rate 0.44% among 230,000 | Potency, µM (highest dose often 61.6 µM), for the others: at the highest dose activity, negative = inhibition, most hits filed as inhibitors | Gai1:RGS12 GoLoco peptide FP, rhodamine, 10 min; active = well fitted inhibition curve with a large enough effect, not every such curve was filed as active; inactive = no such curve, though single readings can be large or run the other way; note: % is set by controls: 0 for no effect and ±100 for the full control effect; nearly all actives have a fitted effect of over 30% in size; many of its hits are not listed in these tables
SMN2 splice up – SMN2 splice variant enhancement. HEK293 SMN2-luciferase splicing reporter, luminescence, 30-36 h. Potency, µM (highest dose often 46.1 µM), inactives show at the top dose activity change, positive = activation, usual class: activators. AID 1458. hit rate 2.8% among 210,000; note: % of control where 0% means no effect; nearly all actives have a fitted effect of over 55% in size
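qHTS luciferase splicing reporter: luminescence rises when SMN2 exon 7 is included in transfected HEK293 cells. Compound exposure lasted 30-36 h at 37C, with 4.5 mM final sodium butyrate as control, followed by a ONE-Glo read.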
GLA spleen mod – inhibitors or activators of human alpha-galactosidase in spleen homogenate; P06280; human spleen homogenate, 4MU-alpha-Gal fluorescence, 40 min; Potency, µM (highest dose often 80 µM), inactives show top-dose activity change, negative = inhibition, hits mostly inhibitors; hit rate 0.008% among 240,000; AID 2107;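 note: 0% = enzyme with vehicle and -100% = no enzyme basal signal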
Target sequence (P06280 32-429 limits assumed): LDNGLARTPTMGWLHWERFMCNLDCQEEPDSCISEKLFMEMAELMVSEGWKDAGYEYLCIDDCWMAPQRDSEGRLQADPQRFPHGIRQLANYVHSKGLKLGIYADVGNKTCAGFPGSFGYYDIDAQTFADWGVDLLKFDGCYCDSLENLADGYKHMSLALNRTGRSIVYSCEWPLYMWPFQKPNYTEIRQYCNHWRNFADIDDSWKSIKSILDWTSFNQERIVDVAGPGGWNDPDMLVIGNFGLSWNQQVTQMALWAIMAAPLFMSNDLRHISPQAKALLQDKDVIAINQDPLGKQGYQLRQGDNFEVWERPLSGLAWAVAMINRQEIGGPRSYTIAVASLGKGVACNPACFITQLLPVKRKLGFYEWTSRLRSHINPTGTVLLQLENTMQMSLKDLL
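Fluorogenic readout (Ex 365/Em 440 nm) of 4-methylumbelliferone released from 1 mM 4-MU-alpha-galactoside by spleen homogenate, 40 min at 37C, pH 5.0. Data normalized to no-enzyme and enzyme controls; Hill-equation AC50 from compound titrations.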
GAA inhib – alpha-glucosidase (human) inhibition; P10253; purified human GAA, 4-MU-alpha-glucoside fluorescence; Potency, µM (series often up to 76.9 µM), for the others: at the top dose activity change, negative = inhibition, hits mostly inhibitors; hit rate 0.005% among 200,000; AID 1466;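 note: plate controls were uninhibited enzyme wells for no effect and no-enzyme background for full effect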
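qHTS format, compound range up to 77 uM. Human lysosomal enzyme at 4 nM, 400 uM 4-MU glucoside substrate, pH 5.0, 20 min room temperature; fluorescence after alkaline stop gives activity normalized to controls.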
ALDH1A1 inh – ALDH1A1 (human) enzyme inhibition; P00352; Purified ALDH1A1, NADH fluorescence, propionaldehyde substrate; Potency, µM (top dose mostly 75.3 µM), for the others: at the highest dose activity, negative = inhibition, hits mostly inhibitors; hit rate 7.3% among 220,000; AID 1030; active = well fitted inhibition curve with a large enough effect, not every such curve was filed as active; inconclusive = small, poorly fitted or top-dose-only effect, or another doubt; inactive = no such curve, though single readings can be large or run the other way;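 note: plate controls were no enzyme wells and a reference inhibitor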
Target sequence (P00352 whole entry, looked up): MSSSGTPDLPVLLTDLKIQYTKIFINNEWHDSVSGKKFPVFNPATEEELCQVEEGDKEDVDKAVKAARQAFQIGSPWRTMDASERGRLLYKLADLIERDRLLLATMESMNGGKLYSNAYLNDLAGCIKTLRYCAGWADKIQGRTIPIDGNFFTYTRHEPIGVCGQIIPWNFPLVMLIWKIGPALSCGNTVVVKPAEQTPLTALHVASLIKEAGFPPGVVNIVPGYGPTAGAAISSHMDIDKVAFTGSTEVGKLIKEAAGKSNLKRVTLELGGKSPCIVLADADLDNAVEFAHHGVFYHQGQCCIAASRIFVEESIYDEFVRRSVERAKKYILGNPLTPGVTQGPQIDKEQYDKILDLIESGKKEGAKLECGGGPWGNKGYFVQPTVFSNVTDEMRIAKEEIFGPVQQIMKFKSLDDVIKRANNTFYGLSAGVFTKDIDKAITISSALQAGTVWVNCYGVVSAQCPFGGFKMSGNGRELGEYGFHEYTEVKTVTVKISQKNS
Numbers without * were called inactive; ? = inconclusive; . = not tested or not shown; [ ] = another dose, or the depositor's remark. Unless noted, calls come from the whole dose curve; as a rule, active = well fitted curve in the direction sought with a large enough effect; inconclusive = small, poorly fitted or top-dose-only effect, or another doubt; inactive = no such curve, though single readings can be large; an effect the other way counts as inactive or inconclusive. Potency is the fitted concentration of half-maximal effect.

Start of the listing, in advance (three entries):
SMILES	aGlu spleen mod	GAA glycogen	KDM4E inh	RGS12 GoLoco inh	SMN2 splice up	GLA spleen mod	GAA inhib	ALDH1A1 inh
COc1ccccc1-c1c(C)nn2c(N3CCC(C)CC3)cc(C)nc12	-3%	-8%	?	-3%	.	4%	.	.
O=S(=O)(c1cnc(Cl)c(Cl)c1)N1CCN(c2ncccn2)CC1	6%	9%	21%	-5%	.	11%	-1%	0.79µM*
C=CCSc1nc2c(c(=O)[nH]c(=O)n2C)n1C(C)C	2%	6%	-4%	-5%	1%	-13%	4%	3.2µM*

Results, repeating the preview:
SMILES	aGlu spleen mod	GAA glycogen	KDM4E inh	RGS12 GoLoco inh	SMN2 splice up	GLA spleen mod	GAA inhib	ALDH1A1 inh
COc1ccccc1-c1c(C)nn2c(N3CCC(C)CC3)cc(C)nc12	-3%	-8%	?	-3%	.	4%	.	.
O=S(=O)(c1cnc(Cl)c(Cl)c1)N1CCN(c2ncccn2)CC1	6%	9%	21%	-5%	.	11%	-1%	0.79µM*
C=CCSc1nc2c(c(=O)[nH]c(=O)n2C)n1C(C)C	2%	6%	-4%	-5%	1%	-13%	4%	3.2µM*
CCSc1nc(-c2ccccc2)c(C#N)c(=O)[nH]1	3%	-3%	-14%	4%	-3%	4%	-3%	?
COc1ccc(S(=O)(=O)NCC(=O)O)cc1C(=O)NC1CCCCC1	7%	-2%	-12%	-9%	4%	-6%	2%	7%
Cc1cccc(CSc2ncccc2C(=O)O)c1	-1%	1%	-9%	-18%	8%	5%	-4%	-12%
COc1ccc(C2CC(=O)N3CN(Cc4ccco4)CSC3=C2C#N)cc1 (stereo not given)	5%	-25%	-28%	-20%	-11%	1%	14%	10µM*
Cc1ccc([N+](=O)[O-])cc1S(=O)(=O)N1CCCCC1C(=O)O (stereo not given)	-8%	-4%	1%	5%	13%	5%	-6%	4%
O=C(O)c1cc(-c2ccccc2)nc2nc(N3CCCCC3)sc12	?	13%	?	9%	5%	?	?	?
Cc1cc(C(=O)NCc2ccccc2)no1	-2%	10%	-2%	13%	1%	-2%	?	7%
Cn1cnnc1SCCNS(=O)(=O)c1ccccc1	-5%	1%	6%	3%	-12%	7%	?	11%
Cc1ccc(C(=O)N/C(=C/C=C/c2ccccc2)C(=O)NCc2ccco2)cc1	-24%	-11%	-6%	5%	-19%	2%	-14%	?
Cc1cc(C)c2cc(CN(Cc3nnnn3C3CCCCC3)CC3CCCO3)c(=O)[nH]c2c1 (stereo not given)	-11%	-3%	?	0%	-8%	-2%	6%	4.5µM*
COc1ccc(S(=O)(=O)Nc2ccccc2)cc1OC	0%	1%	5%	-6%	-4%	4%	-1%	4%
CCN1C(=O)/C(=C/N(C)c2ccccc2)OC1=S	-15%	-9%	-10%	-2%	23%	0%	-9%	?
CCOC(=O)N/C(N)=N/c1nc2ccccc2s1	-16%	6%	-1%	-9%	11µM*	21%	-13%	-3%
CC(NC(=O)Nc1ccc(Cl)c(Cl)c1)C(c1ccccc1)N1CCOCC1 (stereo not given)	-4%	-6%	4%	0%	-79%[inhibitor]	8%	1%	?
COC(=O)c1cc(OC)nc(OC)c1	2%	-9%	?	2%	.	3%	2%	?
Cc1nc2cc(NS(=O)(=O)c3c(C)c(C)cc(C)c3C)ccc2s1	0%	7%	-2%	-1%	-63%[inhibitor]	5%	2%	?
O=C1CCC(CCC(=O)N2CCCC(C(=O)c3cccc(C(F)(F)F)c3)C2)=NN1 (stereo not given)	-6%	3%	2%	1%	.	-1%	2%	-12%
O=C(C[n+]1ccc(-c2nnc3n2CCC3)cc1)c1ccc(Cl)cc1	-9%	-7%	?	2%	-13%	-21%	?	?
Cc1cc(C(=O)N(NC(=O)C(C)C)c2ccccc2)cs1	.	9%	-3%	10%	-1%	3%	2%	-2%
COc1ccc(-n2ccnc2SCC(=O)NCc2ccc3c(c2)OCO3)cc1	-5%	9%	0%	-5%	-32%[inhibitor]	5%	-6%	?
Cc1nc2scc(-c3cccs3)c2c(=O)[nH]1	1%	4%	-14%	1%	7%	-23%	-11%	11µM*
O=C(Nc1ccccc1C(=O)N1CCCCC1)c1cccc(S(=O)(=O)N2CCOCC2)c1	-5%	-8%	-10%	7%	-3%	-3%	?	-3%
COn1c(=S)[nH]c2ccccc2c1=O	2%	6%	-6%	8%	-12%	0%	-6%	?
COc1cc(OC)cc(-c2nc(-c3ccccc3OC)no2)c1	6%	-1%	2%	8%	14%	8%	0%	-5%
Cc1cc(C)cc(NC(=O)N2CCCN(c3c(Cl)cncc3Cl)CC2)c1	7%	-6%	14%	4%	.	0%	1%	9%
O=c1[nH]c(SCc2ccccc2)nc2[nH]ncc12	0%	-2%	-4%	-11%	?	7%	6%	-14%
O=C(c1ccc2c(=O)n(C3CCCC3)c(=S)[nH]c2c1)N1CCc2ccccc21	8%	-4%	-3%	10%	-61%[inhibitor]	2%	0%	?
CC(C)c1[nH]nc2c1C(c1ccc(OC(=O)c3ccco3)cc1)C(C#N)=C(N)O2 (stereo not given)	1%	-5%	-5%	-4%	17%	-3%	-2%	25µM*
CC(=O)c1cnn(-c2cc(Oc3cccc(C)c3)ncn2)c1C	-7%	3%	0%	-2%	-34%[inhibitor]	-12%	-8%	6%
Cc1ccccc1OCc1nc2ccccc2c(=O)n1/N=C/c1cn[nH]c1-c1ccccc1	7%	0%	7%	11%	-33%[inhibitor]	13%	-9%	12%
O=C(Nc1ccc2c(c1)oc1ccccc12)c1cccnc1	0%	-7%	?	3%	6%	-4%	8%	?
Cc1cccc(NS(=O)(=O)c2ccc(NC(=O)CN(c3cc([N+](=O)[O-])ccc3C)S(C)(=O)=O)cc2)c1	-3%	-2%	3%	6%	-47%[inhibitor]	-3%	-1%	12%
CCOC(=O)/C(=N\Nc1ccccc1)c1csc(Nc2ccc(C)cc2)n1	5%	-18%	-13%	-1%	-16%	12%	-12%	0%
CCOC(=O)N1CCN(C(=O)CSc2ncccn2)CC1	-2%	-33%	-1%	-1%	-16%	8%	-8%	9%
Cc1ccc(C(=O)NCCNC(=O)CN2CCCC2)cc1	-14%	-5%	2%	1%	-9%	-3%	-12%	11%
CC(C)(C)c1ccc(S(=O)(=O)NC(Cc2ccccc2)C(=O)O)cc1 (stereo not given)	-6%	5%	-5%	-4%	-8%	-1%	-11%	?
COc1ccc(-n2c(COc3ccc4c(c3)OCO4)nnc2SCC(=O)O)cc1	1%	16%	-8%	-3%	-1%	-3%	-3%	2.5µM*
CSc1ccc(/C=N/NC(=O)CNc2cccc3ccccc23)cc1	-3%	10%	-16%	-5%	-6%	3%	5%	-2%
CC(C)SC1=NC(C)(C)C=C(/C=C/c2c(Cl)cccc2Cl)N1	2%	-16%	-1%	2%	-10%	4%	-9%	?
CCn1cc(Br)c(C(=O)Nc2ccc(F)c(Cl)c2)n1	-1%	8%	2%	2%	11%	-5%	0%	-11%
COc1ccc2nc(SCC(N)=O)[nH]c2c1	-4%	2%	4%	11%	18%	0%	-6%	1%
Cc1sc2nc(COC(=O)c3ccc(O)cc3)[nH]c(=O)c2c1C	0%	5%	4%	7%	.	2%	.	.

Record cards (already shown):
CCn1cc(Br)c(C(=O)Nc2ccc(F)c(Cl)c2)n1 across the screens: aGlu spleen mod: -1%; GAA glycogen: 8%; KDM4E inh: 2%; RGS12 GoLoco inh: 2%; SMN2 splice up: 11%; GLA spleen mod: -5%; GAA inhib: 0%; ALDH1A1 inh: -11%
CC(C)SC1=NC(C)(C)C=C(/C=C/c2c(Cl)cccc2Cl)N1 across the screens: aGlu spleen mod: 2%; GAA glycogen: -16%; KDM4E inh: -1%; RGS12 GoLoco inh: 2%; SMN2 splice up: -10%; GLA spleen mod: 4%; GAA inhib: -9%; ALDH1A1 inh: ?

Next structures follow:
SMILES	aGlu spleen mod	GAA glycogen	KDM4E inh	RGS12 GoLoco inh	SMN2 splice up	GLA spleen mod	GAA inhib	ALDH1A1 inh
COc1cccc2c(=S)c(CCC(C)=O)c(C)[nH]c12	2%	11%	-6%	-23%	3%	0%	1%	?
COC(=O)c1ccccc1S(=O)(=O)N(CCCN1CCOCC1)Cc1cccs1	-7%	4%	?	-9%	-4%	-2%	-3%	?
Cc1cc(C)cc(OCCCC(=O)O)c1	3%	0%	-2%	-8%	.	5%	-7%	3%
COc1ccc(N2C(=O)C(Cl)=C(Nc3ccccc3OC)C2=O)cc1	-13%	-7%	-4%	3%	-33%	4%	-9%	-2%
COC(=O)CCC(=O)OC1(C)C(=O)C2=CN(CC(C)C)C(c3ccc(OC)cc3)=CC2=C(Br)C1=O (stereo not given)	4%[17.4 µM]	-8%	?	16%[14.2 µM]	7%[9.22 µM]	0%[17.5 µM]	.	3%[13.5 µM]
CC(C)C[C@@H](N)c1nnc(SCC(=O)c2ccc(Cl)cc2)o1	-8%	-6%	0%	9%	-39%[inhibitor]	-2%	-5%	?
CCCNC(=O)c1sc2c(c1C(=O)Nc1ccccn1)CCCC2	5%	-2%	?	-3%	-20%	-1%	-7%	?
COc1ccc(-c2nc(O)c3cnccn23)cc1	-18%	-1%	?	9%	14%	-5%	0%	-1%
Cc1[nH]c2ccccc2c1C(c1ccncc1)N1CCN(c2ccccn2)CC1 (stereo not given)	0%	4%	?	-19%	10%	4%	5%	?
COC(=O)c1cc(Cl)c(NC(=O)/C=C/c2ccc(OC)c(OC)c2)cc1OC	8%	-2%	3%	-14%	-33%[inhibitor]	13%	4%	?
O=C1S/C(=C\c2ccccn2)C(=O)N1Cc1ccccc1F	4%	6%	-2%	-24%	11%	-3%	-1%	?
CN(c1ccc(C(=O)Nc2ccccn2)cc1)S(=O)(=O)c1ccccc1	-2%	-12%	12%	10%	14%	8%	?	7%
Cc1cccc(C(=O)N(c2ccccn2)C(C)c2ccco2)c1 (stereo not given)	-10%	1%	5%	3%	10%	-1%	-11%	9%
O=C(Nc1ccc2c(c1)OCO2)Nc1ccc(Br)cn1	-3%	-4%	3%	1%	13µM*	4%	6%	4%
O=C(NC1CCCC1)C1CC(=O)N(CCc2ccccc2)C1 (stereo not given)	2%	6%	-1%	0%	-11%	5%	4%	-1%
Cn1c(CN2CCOCC2)nnc1SCC(=O)NC1CCCCC1	-6%	0%	5%	-9%	8%	-3%	-5%	5%

Source: PubChem BioAssay

Not all compounds are listed; rates above refer to the full screens.
